PolyA inhibitor: blocks polyadenylation in yeast reporter cells. S. cerevisiae SKY197-pL101 polyadenylation reporter, beta-gal luminescence; efflux-impaired pdr1/pdr3 knockout yeast; score 100 = 6 SD above DMSO. 0.02% of 300,000 active. AID 1875. calls only at 12 µM;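 active = lowest replicate activity score at least 50, where 100 means six control SD above control mean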;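 note: yeast exposed to compound for 9 h at 30 °C; higher score means more reporter readthrough which indicates perturbed polyadenylation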
TRPC4 block: blocks the mouse TRPC4 cation channel; HEK293 TRPC4beta/mu-opioid, DAMGO-evoked Fluo4 calcium flux; stronger effect = lower value; B-score at 10 µM; 0.39% of 300,000 active;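 active = B-score over 3 SD under the library average, no early fluorescence shift, positive overall ratio signal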
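System: stable TRPC4beta/mu-opioid receptor HEK293 cells; Dosing: single-point compound dosing; Measured by: Fluo4 Ca2+ flux fluorescence; Read-out basis: per-well B score of integrated baseline-normalized Fluo4 ratio.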
TRPC4 PAM: allosteric potentiators of mouse TRPC4 channel. B-score at 10 µM. HEK293 TRPC4beta/mu-opioid, DAMGO EC20, Fluo-4 Ca2+ flux; stronger effect = higher value. 0.42% of 310,000 active. Q9QUQ5. AID 2227;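 active = B-score of calcium response area above 5 SD of library B-scores, with initial fluorescence ratio within 5 SD of library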;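 note: B-score of integrated fluorescence ratio over time as area under calcium response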
HIF act: HIF pathway transcriptional activation; U2OS HRE-luciferase reporter, luminescence; normalized: DMSO 0%, desferrioxamine 100%; activation, % at 7.5 µM (by protocol); 0.32% of 300,000 active;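 active = mean activation of at least 10% of the iron chelator positive control signal, with at least half of replicates also reaching 10%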
TRPC4 act: opens the mouse TRPC4 cation channel. B-score at 10 µM. 0.49% of 310,000 active. Q9QUQ5. HEK293 TRPC4beta/mu-opioid, Fluo4 calcium fluorescence; stronger effect = higher value;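 active = B-score above 5 SD of library B-scores, and initial fluorescence ratio not above library mean plus 5 SD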;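 note: positive B-score marks a calcium rise read as TRPC4 activation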
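Material: TRPC4beta and mu-opioid receptor HEK293 stable cells | Incubation: 45 min room-temperature Fluo4 loading, 110 s read | Detection: Kinetic Fluo4 calcium fluorescence | Measure: Integrated baseline-normalised fluorescence ratio, converted to per-well B score | Benchmarks: Low control buffer alone, high control maximal DAMGO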
TRPC6 activator: mouse TRPC6 channel activation | HEK293-TRPC6 membrane potential dye fluorescence; stronger effect = higher value | Q61143 | B-score at 10 µM | 0.13% of 310,000 active;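 active = B-score of the integrated fluorescence ratio above library mean plus 3 SD, and starting fluorescence ratio within library mean plus 5 SD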;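 note: higher score means more depolarization so channel activation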
MrgX1 agonist: agonists of human MrgX1 receptor; B-score at 10 µM; Q96LB2; MrgX1-HEK293 cells, Fluo-4 calcium fluorescence, agonist mode; stronger effect = higher value; 0.44% of 310,000 active;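 active = calcium response B-score plate-corrected fluorescence ratio at least 3 library SD, with starting fluorescence B-score inside 5 SD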
Target sequence (Q96LB2 whole entry, looked up): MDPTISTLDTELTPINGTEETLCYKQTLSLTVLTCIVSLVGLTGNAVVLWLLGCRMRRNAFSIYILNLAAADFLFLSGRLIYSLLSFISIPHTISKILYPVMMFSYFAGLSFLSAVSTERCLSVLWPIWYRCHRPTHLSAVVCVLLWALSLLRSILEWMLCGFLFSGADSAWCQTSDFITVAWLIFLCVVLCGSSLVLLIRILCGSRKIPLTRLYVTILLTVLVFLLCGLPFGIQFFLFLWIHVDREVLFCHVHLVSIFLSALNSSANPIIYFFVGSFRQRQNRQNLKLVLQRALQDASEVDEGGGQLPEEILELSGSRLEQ
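Material – MrgX1-expressing HEK293 cells · Input – 15,000 cells seeded per well · Dosing – compound as first of three additions · Times – overnight seeding, then 1 h dark dye loading · Measured by – kinetic Fluo-4 NW fluorescence of intracellular calcium · Read-out – B-scored fluorescence response ratio · Benchmarks – positive and negative control wells on each plate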
MrgX1 PAM: human MrgX1 positive allosteric modulation, primary screen; Q96LB2; 0.63% of 310,000 active; MrgX1-HEK293, Fluo-4 calcium flux, FDSS; stronger effect = higher value; AID 588675; B-score at 10 µM;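 active = plate-corrected calcium response at least 3 library SD above typical, normal starting fluorescence, not activating the receptor alone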;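 note: compound read alongside a low EC10 to EC30 dose of BAM8-22 agonist; peak minus trough fluorescence over baseline measured at the second addition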
MrgX1 antagonist: antagonists of human MrgX1 receptor; B-score at 10 µM; MRGX1-HEK293 calcium flux, Fluo-4, BAM8-22 antagonism; stronger effect = lower value; 1.3% of 310,000 active; Q96LB2;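 active = calcium-response B-score plate-corrected more than 3 library SD below zero, starting fluorescence within 5 deviations, no agonist response on first addition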;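 note: peak minus trough fluorescence over baseline after final BAM8-22 challenge near maximal dose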
TRPC6 inhibitor: mouse TRPC6 channel inhibition | HEK293-TRPC6, membrane potential dye, ACh-evoked depolarization; stronger effect = lower value | B-score at 10 µM | 1.1% of 310,000 active;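 active = B-score under library mean minus 3 SD, initial fluorescence not abnormally high, positive integrated signal ratio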;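 note: B-score derived from integrated fluorescence ratio over the kinetic read; more negative B-score means stronger inhibition of depolarization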
AI-2 QS mod: modulators of Vibrio harveyi AI-2 quorum sensing system | 0.4% of 300,000 active | activity change, % at 7.5 µM | Vibrio harveyi JMH597 AI-2 luminescence/OD600 ratio, 9 h; stronger effect = lower value; strain lacks LuxN and CqsS sensors; 0 = neutral-control median | AID 2094; in the data active = activity change below about -75%, passing the limit was not always enough;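 note: luminescence divided by OD600 gain over 9 h not by final OD600 alone; inactives centre near 13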
* hit, by the source's call; i = inactive; x = not tested or not shown. These rows are one share of the data; the hit share may differ from the screen's.

Value order – TRPC4 act	MrgX1 PAM	TRPC4 PAM	HIF act	MrgX1 agonist	AI-2 QS mod	PolyA inhibitor	TRPC4 block	MrgX1 antagonist	TRPC6 inhibitor	TRPC6 activator
Cc1nc([N+](=O)[O-])nn1C12CC3CC(CC(Cl)(C3)C1)C2
→ i	i	i	0.6	i	20	i	i	i	i	i
CN1/C(=C/C2CC(=O)N(c3cccc4ccccc34)C2=O)C(C)(C)c2ccccc21 (configuration not stated)
→ i	i	i	-0.5	i	43	i	i	i	i	i
CCn1c(=O)cc(C(=O)OC)sc1=Nc1ccc(F)c(F)c1
→ i	i	i	0.3	i	8	i	i	i	i	i
Cc1cc(C)n2nc(SCc3ccccc3)nc2n1
→ i	i	i	-1.1	i	43	i	i	i	i	i
O=C(CS(=O)(=O)c1ccc(F)cc1)N1CCN(c2ccccc2)CC1
→ i	i	i	0.9	i	25	i	i	i	i	i
Cc1oc2cc3oc(=O)c(CCC(=O)N4C[C@H]5C[C@@H](C4)c4cccc(=O)n4C5)c(C)c3cc2c1C
→ i	i	i	-0.2	i	26	i	i	i	i	i
Cc1cccc(-n2c(CNC(=O)c3ccc(S(=O)(=O)N4CCCC4)cc3)n[nH]c2=S)c1
→ i	i	i	-0.2	i	15	i	i	i	i	i
O=C(COC(=O)c1ccccc1F)c1ccc(-n2nncc2-c2ccco2)cc1
→ i	i	i	0.4	i	17	i	i	i	i	i
O=C(Nc1nc(-c2ccccc2Cl)cs1)c1cccnc1
→ i	i	i	0.0	i	9	i	i	i	i	i
Cc1cccc(CN2CCN(C(=O)c3cccc4ccccc34)CC2)c1
→ i	i	i	0.6	i	7	i	i	i	i	i
Cc1cc(=O)n2c3ccccc3n(CC(O)CN3CCCCC3)c2c1C#N (configuration not stated)
→ i	i	i	x	i	29	i	i	i	-8.3*	i
O=C1c2ccccc2S(=O)(=O)N1CCS(=O)(=O)c1ccc(F)cc1
→ i	i	i	0.0	i	-4	i	i	i	i	i
CC(C)(C)OC(=O)N[C@@H](Cc1c[nH]c2ccccc12)c1nnc(SCC(N)=O)o1
→ i	i	i	-0.1	i	4	i	i	i	i	i
CC(=O)Nc1ccc(NC(=O)COc2cccc3c2OC(C)(C)C3)cc1
→ i	i	i	-0.3	i	12	i	i	i	i	i
O=C(Cc1cccs1)NNC(=O)c1ccc(F)cc1
→ i	i	i	-0.4	i	15	i	i	i	i	i
CCN(C(=O)COC(=O)CNS(=O)(=O)c1ccc(SC)c([N+](=O)[O-])c1)C1CCCCC1
→ i	i	i	-0.4	i	7	i	i	i	i	i
c1ccc(OCCCCN2CCCCC2)cc1
→ i	i	i	0.5	i	15	i	i	i	i	i
O=C(CC1CCCCC1)NCc1nc(-c2ccccc2)no1
→ i	i	i	-0.1	i	9	x	i	i	i	i
CCCS(=O)(=O)N1CCN=C1SCc1ccc(F)cc1
→ i	i	i	-0.3	i	10	i	i	i	i	i
CCCc1cc(C(=O)Nc2cc(OC)c(Cl)cc2OC)no1
→ i	i	i	-0.1	i	-10	i	i	i	i	i
COc1ccccc1/C=C/C(=O)NCCC1=CCCCC1
→ i	i	i	2.2	i	17	i	i	i	i	i
CC(NCc1ccc(S(N)(=O)=O)cc1)C(=O)N1c2ccccc2CC1C (configuration not stated)
→ i	i	i	1.5	i	11	i	i	i	i	i
O=c1ccc2ccc(Oc3ccc(Cl)cc3[N+](=O)[O-])cc2o1
→ i	i	i	0.3	i	14	i	i	i	i	i
O=C(c1ccc2c(c1)OCCO2)C1CCN(C(=O)c2ccc(F)c(F)c2)CC1
→ i	i	i	-0.2	i	11	i	i	i	i	i
O=C(CSc1nnc2ccccn12)Nc1cccc(S(=O)(=O)N2CCOCC2)c1
→ i	i	i	-1.2	i	28	i	i	i	i	i
NC(=O)C1(S(=O)(=O)c2ccccc2)CCCCC1
→ i	i	i	-0.8	i	22	i	i	i	i	i
CC(=O)c1ccc(S(=O)(=O)NC2CC(=O)N(c3ccc(C)c(C)c3)C2)cc1 (configuration not stated)
→ i	i	i	-0.2	i	14	i	i	i	i	i
O=C1CSC(=S)N1c1cccc(O)c1
→ i	i	i	-37	i	-10	i	i	i	i	i
CCc1nc2ccc(C(=O)NCCCN3CCN(c4ccccc4F)CC3)cc2nc1CC
→ i	i	i	0.2	i	4	i	i	i	i	i
O=C(COc1cccc(NC(=O)c2cccs2)c1)c1ccc(F)cc1
→ i	i	i	-1.0	i	-14	i	i	-4.9*	i	i
CCOCCOC(=O)COC(=O)c1ccccc1NC(=O)c1ccccc1
→ i	i	i	-0.2	i	12	i	i	i	i	i
Cc1ccc(S(=O)(=O)NNC(=S)Nc2cccc(C)c2C)cc1
→ i	i	i	-0.3	i	4	i	i	i	i	i
COc1cccc(/C=N/NC(=O)c2ccccc2NC(=O)c2ccco2)c1OC
→ i	i	i	-0.1	i	8	i	i	i	i	i
C=CCOC(=O)C1=C[C@H](c2cn(C(C)=O)c3ccccc23)[C@@H](CCCO)[C@H](OCC)O1
→ i	i	i	-2.2	i	8	i	i	i	i	i
CCOc1ccccc1-c1nc(-c2cc3ccccc3nc2OC)no1
→ i	i	i	-0.7	i	12	i	i	i	i	i
Cn1c(SCCCC(=O)c2ccccc2)nnc1-c1ccncc1
→ i	i	i	0.0	i	13	i	i	i	i	i
COc1cc(CN(C)C(C)C(=O)Nc2ccc([N+](=O)[O-])cc2Cl)ccc1OC(F)F (configuration not stated)
→ i	i	i	0.3	i	17	i	i	-21*	i	i
Cc1c(C(=O)NNS(=O)(=O)c2ccccc2)sc(=S)n1C
→ i	i	i	0.1	i	18	i	i	i	i	i
CCCCNC(=O)Oc1cccc(N2CCCC2=O)c1
→ i	i	i	-1.1	i	15	i	i	i	i	i
Cc1ccc(Cl)cc1NC(=O)CN1CCN(S(=O)(=O)N2CCC(C)CC2)CC1
→ i	i	i	-0.2	i	5	i	i	i	i	i
CCCN(CCC)C(=O)Cn1c(=O)n(CCCCCC(=O)Nc2ccccc2)c(=O)c2sccc21
→ i	i	i	-0.3	i	42	i	i	i	i	i
CC(C)N1CC(C(=O)Nc2ccc(C#N)cc2)CC1=O (configuration not stated)
→ i	i	i	-4.0	i	9	i	i	i	i	i
Clc1ccc(-c2noc(CN3CCOCC3)n2)cc1
→ i	i	i	3.1	i	-2	i	i	i	i	i
O=C(CCS(=O)(=O)c1ccccc1)NCCS(=O)(=O)c1ccccc1
→ i	i	i	-0.5	i	7	i	i	i	i	i
Cc1c(CN2CCC(C)CC2)c(=O)n(-c2ccccc2)n1C
→ i	i	i	-0.1	i	13	i	i	i	i	i
CC(=O)N1CCc2cc(S(=O)(=O)NC(Cc3ccccc3)C(=O)NCCN3CCCCC3C)ccc21 (configuration not stated)
→ i	i	i	0.1	i	6	i	i	i	i	i
CC(C)(C)c1ccc(C(CC(=O)O)NC(=O)CSc2ccccc2)cc1 (configuration not stated)
→ i	i	i	-0.2	i	21	i	i	i	i	i
COc1ccc2c(c1)cc1n2CCN=C1N
→ i	i	i	-0.2	31*	8	i	i	i	i	i
Cc1nc(=O)c(-c2ccccc2)c(C)n1-c1ccccc1
→ i	i	i	-0.1	i	22	i	i	i	i	i
CN(C)S(=O)(=O)c1cccc(NC(=O)CSc2nncn2C)c1
→ i	i	i	0.1	i	-4	i	i	i	i	i
CC1Cc2nc(SCC(=O)NCCc3ccccc3)n(C)c(=O)c2S1 (configuration not stated)
→ i	i	i	-0.5	i	15	i	i	i	i	i
O=C(O)c1ccccc1SCC(=O)N1CCCCC1
→ i	i	i	0.0	i	6	i	i	i	i	i
Cc1ccc(S(=O)(=O)N2CCC(C(=O)N3CCCC3C(=O)N[C@@H](CC(C)C)C(=O)NCC(N)=O)CC2)cc1 (some centres not stated)
→ i	i	i	-0.3	i	19	i	i	i	i	i
COc1ccc(N2CCN(C(=O)c3ccc4c(=O)n(CCc5ccc(OC)c(OC)c5)c(=O)[nH]c4c3)CC2)cc1
→ i	i	i	-0.6	i	27	i	i	i	i	i
CC1CCCC(C)N1C(=O)CSc1nc(N)c(-c2ccccc2)c(=O)[nH]1 (configuration not stated)
→ i	i	i	0.2	i	15	i	i	i	i	i
O=C(O)CCC(=O)NCC1OCCc2ccccc21 (configuration not stated)
→ i	i	i	-0.6	i	22	i	i	-8.6*	i	i
COc1ccc(C(=O)Nc2ccccc2C(=O)NC(Cc2ccc(O)cc2)C(=O)NNC(=O)c2ccccc2)cc1 (configuration not stated)
→ i	i	i	0.0	i	33	i	i	i	i	i
C=CCSc1nnc2nc3[nH]c4c(C)cccc4c3nn12
→ i	i	i	0.9	i	17	i	i	i	i	i
NC(=O)c1nsc(C(=O)N(CC(=O)NC2CCCC2)c2cnc3ccccc3c2)c1N
→ i	i	i	4.2	i	13	i	i	i	i	i
CCC(C)NC(=O)C(=O)NCC1CCCN1CC (configuration not stated)
→ i	i	i	0.7	i	x	i	i	i	i	i
O=C(NCCSc1ccc(Br)cc1)c1ccc2nc[nH]c2c1
→ i	i	i	0.8	i	35	i	i	i	i	i
COc1ccc(-n2cnc3cc([N+](=O)[O-])ccc32)cc1
→ i	x	i	0.2	x	3	i	i	x	i	i

Two compounds drawn at random from the list so far, as already listed:
Value order – TRPC4 act	MrgX1 PAM	TRPC4 PAM	HIF act	MrgX1 agonist	AI-2 QS mod	PolyA inhibitor	TRPC4 block	MrgX1 antagonist	TRPC6 inhibitor	TRPC6 activator
NC(=O)c1nsc(C(=O)N(CC(=O)NC2CCCC2)c2cnc3ccccc3c2)c1N
→ i	i	i	4.2	i	13	i	i	i	i	i
C=CCOC(=O)C1=C[C@H](c2cn(C(C)=O)c3ccccc23)[C@@H](CCCO)[C@H](OCC)O1
→ i	i	i	-2.2	i	8	i	i	i	i	i

Source: PubChem
